# High-throughput results from PubChem.
# PglD inh – inhibitors of Campylobacter jejuni PglD acetyltransferase; purified PglD enzyme, DTNB colorimetric CoA detection; 360,000 compounds, 0.098% hits; AID 602405; inhibition, % at 12.5 µM; in the data active = inhibition above about 16%, passing the limit was not always enough; inconclusive = no clear call, values can overlap the other calls; also: strong numbers were not always called active
# Cneo AK release – causes C. neoformans cell lysis. adenylate kinase release luminescence, 4 h; normalised: neutral wells 0, clomiphene wells 100. lysis activity, % at 15 µM. 360,000 compounds, 0.2% hits;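 active = mean lysis activity across replicates of at least 80%, whatever share of replicates individually reach that level; inactive = mean lysis activity below 80%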
#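 Material – Cryptococcus neoformans yeast cells · Quantity – 5 × 10^6 yeast cells/mL · Buffer or medium – YPD medium · Compound – single dose · Timing – 4 h static compound exposure, 37 °C, read 1 h post-reagent · Signal – adenylate kinase release luminescence · Read-out basis – lysis from increased AK signal · Benchmarks – Clomiphene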
# LGR2 inh – Drosophila LGR2 receptor signaling inhibition. HEK293 LGR2, CRE-luciferase, bursicon-stimulated, 4 h. 380,000 compounds, 0.35% hits. inhibition, % at 9.99 µM. AID 720647;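 active = drop in luminescence signal, shown as inhibition above about 50% in the replicate tests, limit read from the data, passing the limit was not always enough; inconclusive = probably only some replicates passing the limit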;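 also: agonist challenge used bursicon conditioned medium at about half maximal strength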
# PGC1a acetyl inh – modulators of PGC1a acetylation; inhibition, % at 15.6 µM; 350,000 compounds, 0.17% hits; U2OS PGC1a acetylation, AlphaScreen anti-acetyl-lysine; with virally co-expressed GCN5 acetyltransferase;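 active = every replicate shows inhibition of at least 40%; inconclusive = mean inhibition at least 40% but some replicate below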;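 also: 0% = neutral control wells and 100% = positive control wells; some results beyond the cut were filed as inactive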
# ARNT TACC3 PPI – disruptors of human ARNT/TACC3 interaction; AID 623870; inhibition, % at 9.99 µM; Q9Y6A5; AlphaScreen His-ARNT PAS-B/GST-TACC3 binding, luminescence; TACC3 fragment carries E629A point mutation; 390,000 compounds, 0.66% hits;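 active = mean inhibition of replicates at least 50% and at least half of replicates each reaching 50%; inconclusive = half or more replicates reach 50% but mean below 50%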;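 also: 0% = complete ARNT plus TACC3 wells and 100% = ARNT alone without TACC3; many hits fall short of the cut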
# Statin myotox sup – protects C2C12 myotubes from simvastatin toxicity | ATP luminescence, 48 h; scaled: DMSO 0, geranylgeraniol control 100 | rescue of ATP level, % at 7.49 µM | 330,000 compounds, 0.78% hits | AID 602340;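 active = mean ATP rescue above about 67%, or every replicate alone reaching that limit, limit read from the data, passing the limit was not always enough; inconclusive = no clear call, values can overlap the other calls; inactive = mean under the limit and some replicate under it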;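 also: myotubes were challenged with 10 µM simvastatin during compound exposure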
# INS-1E GSIS act – GLuc luminescence reporter in INS-1E cells, primary screen for activators of glucose-dependent secretion of insulin; INS-1E GLuc reporter insulin secretion, 2-3 h; 370,000 compounds, 0.61% hits; activation, % at 16.6 µM; AID 743287;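 active = lowest replicate activation of at least 40%, so every replicate reaches that level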;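 also: 0% = median of neutral control wells and 100% = median of IBMX positive control wells; some compounds called inactive have numbers as strong as hits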
# PAX8 reporter – PAX8 transcriptional activity inhibition; RMG-I TPO-luciferase reporter, SteadyGlo, 24 h; inhibition, % at 12.6 µM; 360,000 compounds, 1.2% hits;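 active = mean replicate inhibition at least 60% with every replicate also reaching 60%; inconclusive = only one of the two criteria is met; inactive = mean below 60% and not all replicates reaching 60%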;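 also: luciferase light reporting Pax8 driven TPO promoter activity; plate controls were median of neutral control wells for no effect and mitoxantrone controls for full effect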
# Starred values were filed as active, the others as inactive; u = inconclusive; x = not tested or not shown; & = joins results of further samples. An excerpt. The share of hits here may be higher or lower than overall.
mol,LGR2 inh,Statin myotox sup,PAX8 reporter,PGC1a acetyl inh,ARNT TACC3 PPI,Cneo AK release,PglD inh,INS-1E GSIS act
CCCCCc1nc2c(c(=O)c3ccccc3n2C)c(=O)n1C1CCCCCC1,x,x,x,x,-7.0,x,x,x
CN1Cc2c(c(C#N)c(N)n(C)c2=S)CC1(C)C,x,x,x,x,10.9,x,x,x
CCn1c(=O)cc(OCC(=O)N2CCC3(CC2)OCCO3)c2ccccc21,x,x,x,x,-2.2,x,x,x
O=C1CCCN1C(=O)c1cncc(Br)c1,x,x,x,x,-2.3,x,x,x
C=CCn1c(O)c(C=Nc2ccc(N(CC)CC)cc2)c(=O)[nH]c1=O,x,x,x,x,2.4,x,x,x
CC(C)c1ccc(N2C(=O)NC(=O)/C(=C/c3cnc(-c4ccccc4)nc3)C2=O)cc1,x,x,8.1,x,x,x,x,x
Cc1ccc2nc(-c3ccc(CN4CCC(n5nnc6ccccc65)CC4)cc3)c(-c3ccccc3)nc2c1,x,x,u,x,x,x,x,x
CS(=O)(=O)N1C[C@@H]2C(c3ccccc3)[C@H](C1)N2CC1CC1 (stereo partly specified),x,x,x,x,x,x,x,11.1&22.4
CC(C)NC(=O)N1C[C@@H]2N[C@H](C1)C2c1ccccc1 (stereo partly specified),x,x,x,x,x,x,x,-10.4&5.5
CN1[C@@H]2CN(CC(F)(F)F)C[C@H]1C2c1ccc(Br)cc1 (stereo partly specified),x,x,x,x,x,x,x,9.5
CC(C)NC(=O)N1C[C@@H]2C(c3ccc(Br)cc3)[C@H](C1)N2C (stereo partly specified),x,x,x,x,x,x,x,21.8&26.6
CC(=O)N1C[C@@H]2N[C@H](C1)C2c1ccccc1 (stereo partly specified),x,x,x,x,x,x,x,-2.1&17.0
C=CCN1[C@@H]2CN(C(=O)NC(C)C)C[C@H]1C2c1ccc(Br)cc1 (stereo partly specified),x,x,x,x,x,x,x,-0.2
CC(C)NC(=O)N1C[C@@H]2N[C@H](C1)C2c1ccc(Br)cc1 (stereo partly specified),x,x,x,x,x,x,x,4.9&-18.6
CC(C)NC(=O)N1C[C@@H]2C(c3ccccc3)[C@H](C1)N2C (stereo partly specified),x,x,x,x,x,x,x,-7.1
COc1ncccc1C(=O)NCC(CC(=O)O)c1ccccc1 (stereo unspecified),x,x,x,x,x,4.8,-2.9,x
Cc1nc2ncnn2c(C)c1CCC(=O)N1CCC2(CC1)OCCO2,x,x,x,x,x,-9.3,2.3,x
COc1ccc(C2C(C(=O)N3CCC4(CC3)OCCO4)CC(=O)N2c2ccc(OC)cc2)cc1 (stereo unspecified),x,x,x,-5.0,-52.9,x,x,x
Cc1cc(C=C2C(=O)N(C)C(=S)N(C)C2=O)c(C)n1C1CCCCC1,x,x,x,-4.1,-0.2,x,x,x
CCN(CC)CCCNC(=O)c1c(O)c2ccccc2n(Cc2ccccc2)c1=O,x,x,x,-25.2,20.0,x,x,x
COCCCN1CCN(c2nnc3n2-c2sc(Br)cc2C(c2ccccc2Cl)=NC3)CC1,x,x,x,1.6,5.4,x,x,x
CCCCCCn1c(O)c(C=NCCN2CCCCC2)c(=O)[nH]c1=O,x,x,x,1.9,-0.8,x,x,x
Cc1cccc(N2C(=O)NC(=O)/C(=C\c3cnn(-c4ccccc4)c3)C2=O)c1,x,x,x,-33.6,-1.2,x,x,x
COC(=O)C(O)(c1c(C)[nH]n(-c2ccccc2)c1=O)C(F)(F)F (stereo unspecified),x,x,x,-3.2,33.5,x,x,x
CCCC[N+]12CCC(CC1)C(C(=O)c1cccs1)C2 (stereo unspecified),x,x,x,2.9,0.9,x,x,x
Cc1ccc(Cn2nnnc2CN2CCC(n3nnc4ccccc43)CC2)cc1,x,x,23.3,x,-0.2,x,x,x
CCN(CC)S(=O)(=O)c1ccc(NN=C(C#N)C#N)cc1,x,x,3.3,x,23.4,x,x,x
O=C(/C=C/c1ccc2c(c1)OCO2)c1c(O)n(CCC2=CCCCC2)c(=O)[nH]c1=O,x,x,0.9,x,0.3,x,x,x
CCOP(=O)(Cc1cc(C(C)=O)c(C)o1)OCC,x,x,-5.7,x,-5.2,x,x,x
CNC(=O)O/N=C(\N)Cc1csc2ccc(Cl)cc12,x,x,24.7,x,-18.8,x,x,x
O=C(Cn1nc(Cc2cccnc2)c2ccccc2c1=O)N1CCC2(CC1)OCCO2,x,x,x,x,-2.3,x,x,11.0
CS(=O)(=O)N1CCC2CCNC2C1 (stereo unspecified),-1.0,x,-27.9,x,x,x,x,x
O=C(NCCN1CCC2(CC1)C(=O)NCN2c1ccccc1)c1cccs1,-15.8,x,-23.1,x,x,x,x,x
O=S(=O)(c1ccccc1)N1CCC2CCNC2C1 (stereo unspecified),8.5,x,-15.4,x,x,x,x,x
CCOC(=O)[C@]12Cc3cc(C)ccc3[C@H]1N(C)C(=O)c1cc(OC)ccc12,x,x,-2.8,x,x,x,x,-2.9
C=CCN(CC=C)Cc1c[nH]c2ccccc12,3.8,x,x,x,x,x,x,12.5
N#CCCC#N,7.5,x,x,x,x,x,x,1.5
O=C(O)CCl,1.9,x,x,x,x,x,x,-5.4
COC(=O)C1CC(OC(C)=O)C(=O)[C@H]2C1(C)CC[C@H]1C(=O)OC(c3ccoc3)CC12C (stereo partly specified),18.3,x,x,x,x,x,x,19.6
CCN1CCN(Cc2nnnn2C(C)(C)C)CC1,7.5,x,x,x,x,x,x,12.2
CN1C2CCC1C(C(=O)Oc1ccccc1)C(c1ccc(Cl)cc1)C2 (stereo unspecified),15.7,x,x,x,x,x,x,38.7
Oc1ccc2c3c1O[C@H]1c4[nH]c5c(c4CC4(O)C(C2)N(CC2CC2)CCC314)CC1(O)[C@H]2Cc3ccc(O)c4c3[C@@]1(CCN2CC1CC1)C5O4 (stereo partly specified),10.6,x,x,x,x,x,x,0.2
COc1ccc(C(O)c2cc(OC)ccc2OP(=O)(N(C)C)N(C)C)cc1 (stereo unspecified),5.6,x,x,x,x,x,x,18.7
CCOC(=O)c1c(N)n(Cc2ccc(OC)cc2)c2nc3ccccc3nc12,3.9,x,x,x,x,x,x,8.2
CC[C@H](C)/C=C(C)/C=C/C1=CC2=C(Cl)C(=O)[C@@](C)(OC(C)=O)C(=O)C2=CO1,x,-4.5,x,7.8,0.5,x,x,x
CCC(=NCC1CCCO1)c1c(O)n(-c2ccccc2)c(=O)[nH]c1=O (stereo unspecified),x,-7.2,x,0.3,-9.6,x,x,x
CCCCn1c(=O)c(C(=O)Nc2cnccn2)c(O)c2ccccc21,x,1.9,x,4.7,-6.6,x,x,x
CC/C(=C\C=C\[C@@H]1C=C[C@@H]2CCC[C@H]2[C@@H]1C(=O)c1ccc[nH]1)[C@@H]1O[C@@H]([C@@H](C)C(=O)O)CC[C@@H]1C,x,x,x,x,12.9,-3.4,-4.0,x
O=C1CN=C(c2cccs2)c2c(sc3c2CCCC3)N1,x,x,x,x,-16.7,-4.4,8.3,x
Cc1ccc2c(c1)N(CCC(=O)N1CCC3(CC1)OCCO3)C(=O)C(C)O2 (stereo unspecified),x,x,x,x,-0.3,6.2,-1.4,x
CC(C)CCOC(=O)c1c(N)n(CC2CCCO2)c2nc3ccccc3nc12 (stereo unspecified),x,x,x,-21.1,x,2.4,0.7,x
COc1ccc(-c2nc3ccccc3c(=O)n2-c2cccnc2)cc1,x,x,5.1,x,x,-1.5,-1.5,x
CCOC(=O)C1C(=O)N(C)C2(C)CC1c1ccccc1O2 (stereo unspecified),x,x,5.0,7.5,4.0,x,x,x
CC(C)N1C(=O)NC(=O)C2(Cc3cc([N+](=O)[O-])ccc3N(C)C2c2ccccc2)C1=O (stereo unspecified),x,x,14.7,-5.8,6.9,x,x,x
CCC(C)n1c(O)c(/C=N/Nc2nc3c(c(=O)n(C)c(=O)n3C)n2C)c(=O)[nH]c1=S (stereo unspecified),x,x,13.9,4.1,65.4*,x,x,x
N#CC1=C(N)Oc2c(c(=O)oc3ccccc23)C1c1cccnc1 (stereo unspecified),x,x,-3.9,8.3,-20.8,x,x,x
CN1CCN(C(=O)CN=[N+]=[N-])CC1,x,x,-8.9,5.2,x,-4.4,x,x
C[C@]12CCC3C(CC[C@H]4CC(=O)CC[C@]34C)C1CCC2=O (stereo partly specified),-4.1,x,x,-1.7,-3.8,x,x,x
CC(=O)O[C@@H]1CC[C@]2(C)C3CC[C@@]4(C)C(C[C@@H](O)[C@@H]4O)C3[C@@H](OC(C)=O)C[C@H]2C1 (stereo partly specified),8.6,x,x,4.8,5.5,x,x,x
N#CC(=C(O)c1ccc(S(=O)(=O)N(CCCl)CCCl)cc1)c1nc2ccccc2[nH]1,-16.3,x,x,-2.9,20.0,x,x,x

# (listing goes on)
mol,LGR2 inh,Statin myotox sup,PAX8 reporter,PGC1a acetyl inh,ARNT TACC3 PPI,Cneo AK release,PglD inh,INS-1E GSIS act
C=CCn1c(O)c(C(C)=Nc2cccc(C(F)(F)F)c2)c(=O)[nH]c1=O,-2.7,x,8.5,x,-5.3,x,x,x
CC(=O)OC1C(=O)OCC23CCC4(C)OC4C2OC2CC(OC(=O)C=CC=CC(=O)OCCC1C)C3(C)C21CO1 (stereo unspecified),104.6*,x,103.2*,x,-3.4,x,x,x
CCCCC(=O)N/N=C/c1c(O)n(Cc2ccc(F)cc2)c(=O)[nH]c1=O,-11.8,x,-5.2,x,68.7*,x,x,x
C=CCn1c(O)c(/C(C)=N/N2CCCCC2)c(=O)[nH]c1=O,-10.7,x,4.4,x,-2.7,x,x,x
COc1cc(/C=C2\C[C@H]3[C@@H]4CC=C5C[C@@H](N6CCCC6)CC[C@]5(C)[C@H]4CC[C@]3(C)[C@H]2O)cc(OC)c1OC,0.8,x,23.6,x,4.7,x,x,x
CCOP(=O)(OCC)C(NC(=O)c1cccc(C)c1)C(Cl)(Cl)Cl (stereo unspecified),-0.8,x,-8.1,x,-3.2,x,x,x
Cc1ccc(-n2c(O)c(C=NCc3ccco3)c(=O)[nH]c2=S)cc1C,18.9,x,14.7,x,2.4,x,x,x
CCC1(Cc2ccccc2)C(=O)NC(=S)N(C)C1=O (stereo unspecified),-10.0,x,-6.9,x,-5.3,x,x,x
COc1ccc2c(c1)C1(C(=O)O)CC=CCC1(C(=O)O)C2 (stereo unspecified),-12.3,x,-15.0,x,-13.5,x,x,x
O=C(/C=C/c1ccccc1)c1c(O)n(CCc2ccccc2)c(=O)[nH]c1=O,10.5,x,5.1,x,-6.0,x,x,x
OC1/C(=C/c2ccccc2F)N2CCC1CC2 (stereo unspecified),x,x,9.3,x,-8.3,x,x,-7.2

# An excerpt from above in order of count of non-hydrogen atoms, smallest number first:
mol,LGR2 inh,Statin myotox sup,PAX8 reporter,PGC1a acetyl inh,ARNT TACC3 PPI,Cneo AK release,PglD inh,INS-1E GSIS act
C=CCn1c(O)c(/C(C)=N/N2CCCCC2)c(=O)[nH]c1=O,-10.7,x,4.4,x,-2.7,x,x,x
CCCCC(=O)N/N=C/c1c(O)n(Cc2ccc(F)cc2)c(=O)[nH]c1=O,-11.8,x,-5.2,x,68.7*,x,x,x
CC(=O)OC1C(=O)OCC23CCC4(C)OC4C2OC2CC(OC(=O)C=CC=CC(=O)OCCC1C)C3(C)C21CO1 (stereo unspecified),104.6*,x,103.2*,x,-3.4,x,x,x
